Screening data deposited in PubChem by several laboratories.
TROY signal inh – inhibitors of TROY-dependent NF-kB signaling | Q293 LMP1-TROYcd NF-kB luciferase reporter, 4 h | inhibition, % at 10 µM | actives 0.98% (n = 360,000);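 active means compounds whose plate-normalised and pattern-corrected inhibition of the luciferase reporter signal at the single screening dose is 50% or more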
Granule exo inh – blocks lytic granule exocytosis. inhibition, % at 10 µM. TALL-104 LAMP-1 surface exposure, flow cytometry; cells stimulated with thapsigargin and PMA. actives 0.66% (n = 360,000);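 active means inhibition above about 55%, limit read from the data; inconclusive means no clear call, values can overlap the other calls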
NCOA1 inh – human NCOA1 inhibition; HEK293 GAL4-SRC1 luciferase reporter, luminescence; inhibition, % at 3.6 µM; actives 0.12% (n = 360,000); AID 588354;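 active means inhibition above the campaign mean plus 3 SD, with each screening campaign given its own cutoff, cut at about 60% in these data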;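 further: 0% = DMSO treated cells and 100% = gossypol at 36 µM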
SRC3 inh – human NCOA3 inhibition. Q9Y6Q9. HEK293 GAL4-SRC3 luciferase reporter, luminescence. inhibition, % at 3.6 µM. actives 0.17% (n = 360,000);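 active means inhibition above a per-campaign cutoff, the mean of all compounds plus 3 SD, cut at about 60% in these data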;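 further: 0% = DMSO-treated cells and 100% = gossypol-treated cells at 36 µM; higher means less SRC3-driven luciferase light from the GAL4 reporter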
TWEAK-Fn14 inh – inhibitors of TWEAK-Fn14 interaction signaling | TWEAK-stimulated Fn14 reporter cells, luciferase luminescence, 8 h | inhibition, % at 10 µM | actives 2% (n = 360,000); in the data active means inhibition above about 50%
LRH-1 inv ag – NR5A2 inverse agonism in reporter assay. AID 602396. O00482. actives 0.13% (n = 360,000). HEK293T StAR-luciferase reporter, LRH-1 transfected, 24 h. inhibition, % at 3.6 µM;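 active means inhibition above the mean inhibition of all tested compounds plus 3 SD, cut at about 73% in these data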;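 further: 0% = DMSO wells and 100% = reporter-only cells lacking LRH-1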
ABHD5-PLIN5 inh – inhibitors of human ABHD5-perilipin-5 interaction | Q00G26+Q8WTS1 | actives 0.78% (n = 360,000) | AID 602281 | inhibition, % at 4 µM | Split G. princeps luciferase complementation, luminescence, 4 h;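 active means inhibition above the mean inhibition across every tested compound plus 3 SD, cut at about 22% in these data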;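 further: 0% = DMSO only wells and the 100% control is not disclosed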
NOD2 RIPK2 PPI – NOD2-RIPK2 protein interaction inhibition; CHO BLA complementation NOD2-RIPK2, CCF4 ratio; inhibition, % at 4.98 µM; actives 0.38% (n = 360,000); in the data active means inhibition above about 21%;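 further: 0% = vehicle only and 100% = reference blocker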
Target sequence (O43353 whole entry, looked up): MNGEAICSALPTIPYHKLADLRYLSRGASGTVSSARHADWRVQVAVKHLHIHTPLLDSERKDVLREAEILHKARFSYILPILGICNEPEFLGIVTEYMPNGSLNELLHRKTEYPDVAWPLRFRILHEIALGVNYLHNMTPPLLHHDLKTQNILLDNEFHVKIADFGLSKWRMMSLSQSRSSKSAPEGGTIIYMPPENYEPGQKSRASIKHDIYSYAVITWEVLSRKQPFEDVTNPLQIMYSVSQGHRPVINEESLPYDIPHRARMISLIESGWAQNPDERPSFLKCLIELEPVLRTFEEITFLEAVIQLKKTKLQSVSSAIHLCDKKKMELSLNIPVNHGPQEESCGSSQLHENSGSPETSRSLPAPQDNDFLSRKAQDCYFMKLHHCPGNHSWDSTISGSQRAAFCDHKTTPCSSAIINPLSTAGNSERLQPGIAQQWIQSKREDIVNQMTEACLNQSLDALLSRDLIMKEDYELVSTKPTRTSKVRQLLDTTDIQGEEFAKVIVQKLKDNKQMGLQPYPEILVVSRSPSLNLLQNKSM
COUP-TFII inh – blocks human COUP-TFII nuclear receptor; HEK293T NGFI-A luciferase reporter, luminescence; inhibition, % at 8.6 µM; actives 0.7% (n = 370,000);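 active means inhibition above a per-plate cutoff, mean inhibition of test wells between control levels plus 3 SD, cut at about 38% in these data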;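 further: cells cotransfected with COUP-TFII expression vector driving the NGFI-A reporter; 0% = median of COUP-TF2 test wells and 100% = reporter-only cells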
Target sequence (P24468 whole entry, looked up): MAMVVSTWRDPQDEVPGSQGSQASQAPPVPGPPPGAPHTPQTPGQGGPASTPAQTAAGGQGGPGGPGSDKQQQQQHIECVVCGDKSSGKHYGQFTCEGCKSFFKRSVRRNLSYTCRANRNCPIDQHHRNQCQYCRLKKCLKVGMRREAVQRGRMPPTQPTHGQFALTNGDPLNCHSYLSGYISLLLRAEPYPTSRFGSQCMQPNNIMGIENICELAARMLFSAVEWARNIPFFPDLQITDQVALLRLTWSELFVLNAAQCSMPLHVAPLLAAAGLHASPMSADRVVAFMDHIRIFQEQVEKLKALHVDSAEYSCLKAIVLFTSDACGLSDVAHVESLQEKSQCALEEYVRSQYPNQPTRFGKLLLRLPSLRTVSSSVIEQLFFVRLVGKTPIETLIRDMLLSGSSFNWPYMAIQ
NCOA2 inhibitor – inhibits human steroid receptor coactivator 2; actives 0.17% (n = 370,000); Q15596; inhibition, % at 9 µM; HEK293 GAL4-SRC2 luciferase reporter, luminescence;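 active means inhibition above the mean inhibition of all tested compounds plus 3 SD, set per campaign, cut at about 52% in these data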;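 further: 0% = DMSO treated cells and 100% = cells given Gossypol at 36 µM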
TLR9-MyD88 block – TLR9-MyD88 interaction inhibition | AID 504734 | CHO BLA complementation TLR9-MyD88, CCF4 FRET ratio | Q9NR96+Q99836 | inhibition, % at 4.98 µM | actives 0.21% (n = 340,000);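 active means inhibition above the mean over all tested compounds plus 3 SD, cut at about 21% in these data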;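 further: 0% = DMSO only wells and 100% = clavulanate BLA inhibitor control wells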
An asterisk follows results filed as active; u = inconclusive; x = no result given.

SMILES	TROY signal inh	Granule exo inh	NCOA1 inh	SRC3 inh	TWEAK-Fn14 inh	LRH-1 inv ag	ABHD5-PLIN5 inh	NOD2 RIPK2 PPI	COUP-TFII inh	NCOA2 inhibitor	TLR9-MyD88 block
COc1cc(/C=N\NC(=O)c2ccc(-c3ccccc3)cc2)cc(OC)c1O	-22	2	-12	-11	-5	6	-2	2	-8	-33	-5
O=C(Nc1ccc(N2CCCC2)cc1)c1cc([N+](=O)[O-])ccc1N1CCOCC1	-34	-1	2	-14	-39	2	5	0	-4	-20	2
COc1ccc(S(=O)(=O)Nc2ccc(S(=O)(=O)N3CCCCC3)cc2)cc1OC	12	-1	9	3	4	-2	2	0	-2	2	-10
O=S(=O)(NCc1ccccc1Cl)c1ccc(-n2cnnn2)cc1	-16	2	-12	1	-5	-8	5	-5	13	0	-1
COCCNC(=O)/C(C#N)=C/c1cccs1	-15	8	-26	-12	-9	-32	5	-3	-15	4	-2
COc1ccc(NC(=O)CSc2c(C)nn(-c3nnc(C)c(=O)[nH]3)c2C)cc1	4	-1	-19	0	-7	1	-3	-2	-10	-12	-1
Cc1cc(NC(=O)CSc2nc3c(sc4ccccc43)c(=O)n2CCCN2CCOCC2)n[nH]1	10	0	-4	10	14	55	0	-4	-8	11	-4
CC(Cc1ccccc1)Nc1ncnc2c1ncn2C1OC(CO)C(O)C1O (stereo not given)	-20	-1	-75	-73	-76	-18	7	-9	-78	-68	0
CCCOc1ccc(N2CC(C(=O)Nc3ccc(N4CCOCC4)cc3)CC2=O)cc1 (stereo not given)	-4	18	-14	13	14	-2	3	-8	-17	10	0
Cc1ccc(CN(c2ccc(C(=O)N3CCOCC3)cc2)S(C)(=O)=O)cc1	5	-2	14	-5	15	-3	1	-11	-8	7	-18
O=[N+]([O-])c1ccccc1/C=C/c1ccc2ccccc2n1	-50	-8	-125	-118	-54	-90	4	6	-45	-42	3
O=C(NCCCCCCCN1CCCCCCC1)C(C1CCCCC1)C1CCCCC1	1	7	9	-1	-53	18	11	2	8	2	-9
O=C1C(=O)N(c2ccccn2)C(c2ccc(F)cc2)/C1=C(/O)c1ccc(Br)cc1 (stereo not given)	-62	0	-12	-7	-3	-1	0	2	-12	9	-19
COc1cc(NC(=O)c2ccc3c(c2)S(=O)(=O)N=C2CCCCCN23)cc(OC)c1	0	-1	-2	2	-11	-13	11	-7	-5	13	7
O=C1CS(=O)(=O)c2ccccc2N1	-17	-10	7	8	-3	-12	1	-4	7	-35	-9
CC1(C(=O)Nc2cccc(OC(F)(F)F)c2)Cc2c(-c3ccc4c(c3)OCO4)ccnc2O1 (stereo not given)	23	1	6	1	0	7	-2	-2	2	-13	x
Nc1ccccc1Nc1cc(-c2ccccc2)nn1-c1cccc(Cl)c1	-3	-5	-13	16	-12	12	-1	6	-1	17	-10
O=C(CCCOc1ccccc1)Nc1cccnc1	-7	2	-5	6	-10	-13	2	0	-11	2	7
COc1cc(/C=C2\C(=O)NN(c3ccccc3)C2=O)cc([N+](=O)[O-])c1O	2	0	5	8	1	-4	-7	-1	10	-1	-14
O=C(/C=C/CCc1ccc2c(c1)OCO2)N1CCCCC1	-24	0	-27	-12	-13	-9	-12	4	15	4	-17
CCOc1ccc2[nH]c(C(=O)N/N=C/c3ccccc3OC)cc2c1	6	4	6	0	13	19	-3	13	-36	9	4
COc1ccc(-c2nn(-c3ccccc3)cc2/C=N/N=C(N)N)cc1OC	25	-9	-2	0	-1	-10	15	-9	-6	24	-5
CCOC(=O)C1=C(C)N(CCCC(=O)O)C(=O)NC1c1ccc([N+](=O)[O-])cc1 (stereo not given)	8	2	-4	-19	0	-22	1	-6	-17	8	-1
O=C(Nc1c2c(nc3ccccc13)CCCC2)c1ccccc1F	15	-3	10	15	4	8	1	-10	-10	1	-7
COc1cc(CNC(=O)c2cc(-c3cc(OC)ccc3Cl)n[nH]2)cc(OC)c1	10	0	-11	7	3	5	2	-6	-6	7	x
CCc1cc(C(=O)O)c(NC(=O)C(c2ccccc2)c2ccccc2)s1	19	2	-36	3	4	-20	-14	5	-7	6	-1
CC(=O)c1c(C)[nH]c(C(=O)NCc2cccs2)c1C	-15	-3	6	6	-24	13	-1	-2	-18	-25	8
O=C(NCc1ccccc1)C(c1ccc(F)cc1)N(C(=O)c1csnn1)C1CCCC1 (stereo not given)	-3	10	-6	11	9	8	6	-2	-3	6	-4
COc1ccc(CC(=O)Nc2c(C(=O)N3CCN(c4ccccc4OC)CC3)oc3ccccc23)cc1OC	-14	23	9	4	8	-7	0	2	-5	4	-5
CCOc1ccc(OCC)c(NC(=O)CCS(=O)(=O)c2ccc(Br)s2)c1	16	-2	-11	18	-11	21	-1	-8	4	12	-4
COc1ccc(Nc2ncnc3c2c(C)c(C)n3CCO)cc1	11	-6	-81	-61	24	-136	1	0	-34	-44	15
COc1cccc(C2c3cc4c(cc3OC(C)(N3CCCC3)C2C)OCO4)c1O (stereo not given)	6	6	-1	-11	24	40	-4	10	9	11	-9
CCN(CC)C(=O)/C(NC(=O)c1ccccc1)=C(/Sc1ncccn1)c1ccccc1	-3	-1	3	12	-6	6	-2	4	5	0	-2
CC(C)C(=O)Nc1cccc(C(=O)Nc2nnc(C(C)C)s2)c1	-6	-6	-103	-67	15	-164	-2	-10	-32	-42	-3
CCO[C@@H]1OC(C(=O)N2CCN(Cc3ccccc3)CC2)=C[C@H](c2ccc(C(F)(F)F)cc2)[C@H]1CCCO	4	-2	-4	10	-13	6	12	-2	1	-13	-9
CN(C)c1ccc(NC(=O)C(=O)C2C(=O)Nc3ccccc32)cc1 (stereo not given)	9	2	14	9	13	8	7	-1	-6	13	0
NC(=O)C1CCN(c2nc(-c3cc4ccccc4o3)cs2)CC1	1	5	-23	-59	2	-65	-8	3	-13	-27	6
COc1cc(Cl)c(C)cc1NC(=O)CC1SC(N2CCOCC2)=NC1=O (stereo not given)	-13	5	3	-5	-2	-13	8	-8	-22	9	-2
CC(=O)C1C(=O)CC(C)(O)C(C(C)=O)C1c1ccc(N(C)C)cc1 (stereo not given)	10	-2	3	10	-20	-1	-4	-2	-26	-3	-10
Cc1ccc(CSc2nc3sc(C)c(C)c3c(=O)n2Cc2ccco2)cc1	-42	5	-11	-9	-5	-8	6	-3	-4	-13	-3
Cc1ccc(NC(=O)CSc2nnc(C3CC3)n2N)cc1S(=O)(=O)N1CCOCC1	6	5	11	19	41	4	0	-9	-1	-3	-1
CCN(CC)CCNC(=O)c1sc2nc(-c3ccccc3)cn2c1C	-43	0	7	3	4	9	0	3	-7	0	5
CCc1cccc(C)c1NC(=O)CSc1nc2ccncc2[nH]1	5	-5	-12	15	-8	2	-6	-2	-9	17	8
COc1ccc(C(=O)ON=C2CCN(C)CC2)cc1	-25	-1	-22	9	-5	0	3	-6	17	24	3
Clc1ccc2[nH]c3c(c2c1)CNCC3	15	10	6	7	14	5	10	-9	-5	-20	-5
CN(C)CCNC(=O)C1(O)c2cc(Br)ccc2NC(=O)N1c1ccc(Cl)cc1 (stereo not given)	11	6	-12	1	4	1	11	8	-14	-17	9
Cc1c(OCC(=O)NCCN2CCOCC2)ccc2c1oc(=O)c1ccccc12	-10	-3	17	16	-22	17	7	-12	-13	-10	8
CCOC(=O)c1[nH]c2ccc(F)cc2c1NC(=O)C(C)N1CCc2cc(OC)c(OC)cc2C1 (stereo not given)	3	1	-3	19	33	15	9	3	22	-27	-8
CCOc1ccc(-c2ccc(SCC(=O)Nc3nnc(C)s3)nn2)cc1	-39	0	-125	-88	-15	-133	3	7	-13	-35	-9
CC(=O)Nc1ccc(S(=O)(=O)N(CCc2ccccc2)CC(=O)N/N=C/c2ccc(C(=O)O)cc2)cc1	17	4	12	10	3	-3	-2	2	10	11	-4
Going on with the list.
SMILES	TROY signal inh	Granule exo inh	NCOA1 inh	SRC3 inh	TWEAK-Fn14 inh	LRH-1 inv ag	ABHD5-PLIN5 inh	NOD2 RIPK2 PPI	COUP-TFII inh	NCOA2 inhibitor	TLR9-MyD88 block
CN1CCN(C(=O)CN(c2cccc(Cl)c2)S(=O)(=O)c2ccccc2)CC1	9	-5	2	-5	13	-22	2	-9	-10	-23	10
C/C=C/Cn1c(N(C)Cc2ccccc2)nc2c1c(=O)[nH]c(=O)n2C	3	3	11	7	-2	8	-7	4	9	4	-3
Cc1ccc(N)c(C(=O)CCCCC(=O)O)c1	-13	-2	4	-5	9	9	-2	0	-1	-22	0
NS(=O)(=O)c1ccc(NC(=O)CN2CCCC2)cc1	10	-3	4	11	-2	-14	-1	-10	10	2	1
O=C(CCNS(=O)(=O)c1cccs1)N1CCN(c2cccc(Cl)c2)CC1	3	u	2	8	6	-13	5	1	-13	3	0
Cc1cccc(Nc2sc(C(=O)c3cc4cc(Cl)ccc4o3)c(N)c2C#N)c1	-13	-9	-13	-20	6	6	-4	4	-16	-11	3
O=C(OCc1ccccc1)c1cn(-c2ccccc2)nc1-c1ccncc1	-19	12	1	15	20	-14	3	-2	9	13	-3
COc1ccc([N+](=O)[O-])cc1/C=N/NC(=O)c1nonc1N	-1	0	-5	17	-2	17	2	7	12	-20	5
CCN(c1ccccc1)S(=O)(=O)c1ccc(Cl)c(C(=O)O)c1	22	9	7	25	-4	0	-2	-10	-12	-21	1
COc1cccc(NC(=O)C(=O)NCCc2ccc(F)cc2)c1	-18	-1	-33	-15	-28	-40	-8	-1	-20	-45	-14
COC(=O)C1=C(N)Oc2c(oc(CO)cc2=O)C1c1ccc(F)cc1 (stereo not given)	-1	0	-12	13	11	1	3	1	-17	0	x
Cn1nc(C(=O)NNC(=O)CCOc2ccc(C(C)(C)C)cc2)c2ccccc2c1=O	0	2	-1	8	0	-12	2	9	-13	2	5
O=C1c2cc(S(=O)(=O)N(CCO)CCO)ccc2-c2ccc(S(=O)(=O)N(CCO)CCO)cc21	-11	1	-6	20	7	3	0	-5	1	-4	9
COc1ccccc1NC1SC(=O)N(c2ccccc2)C1=O (stereo not given)	-81	0	-18	-30	-9	-37	-8	6	4	-9	-9
COc1ccc(N2CC(C(=O)Nc3ccc(F)cc3F)CC2=O)cc1 (stereo not given)	-12	5	-9	17	6	1	-3	-1	-1	-5	2
COc1ccc(COn2c(=O)c(C)[n+]([O-])c3ccccc32)cc1OC	12	3	-1	0	-15	15	3	12	-3	-25	1
O=C(CSc1nc2ccccc2s1)Nc1ccc(Cl)c(C(=O)O)c1	-14	-4	2	15	-16	-17	-9	-3	5	-3	-11
CCc1nc2ccc(C(=O)NCCCn3ccnc3)cn2c1N(CC)C(=O)NCCc1ccccc1	-31	11	-7	-4	5	-14	0	6	-8	-20	x
Cc1ccc(SC(C)C(=O)O/N=C(\N)c2ccncc2)cc1 (stereo not given)	4	12	19	10	8	7	-2	-3	-2	-2	0

Grouped by structure, those above containing a cyano group (2)
SMILES	TROY signal inh	Granule exo inh	NCOA1 inh	SRC3 inh	TWEAK-Fn14 inh	LRH-1 inv ag	ABHD5-PLIN5 inh	NOD2 RIPK2 PPI	COUP-TFII inh	NCOA2 inhibitor	TLR9-MyD88 block
COCCNC(=O)/C(C#N)=C/c1cccs1	-15	8	-26	-12	-9	-32	5	-3	-15	4	-2
Cc1cccc(Nc2sc(C(=O)c3cc4cc(Cl)ccc4o3)c(N)c2C#N)c1	-13	-9	-13	-20	6	6	-4	4	-16	-11	3

This is a subset; the hit share may differ from the screen's.
